High-throughput results (PubChem)
ER stress death: protection against thapsigargin ER stress killing – CSM14.1 cells, ATP luminescence, primary screen | CSM14.1 thapsigargin ER stress survival | relative survival (cellular ATP), % at 15 µg/mL (by protocol) | 48,000 tested, 0.33% active | AID 1010, 2008;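 active = survival measured by cellular ATP above 50% at 15 µg/ml in the first screen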;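 note: cell death triggered by about 15 µM thapsigargin; ATP read 24 h after thapsigargin was added; plate controls were thapsigargin with DMSO for no effect and DMSO without thapsigargin for full effect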
Starred values were filed as active, the others as inactive. Only part of the results is shown (hit frequency here may not be typical).

SMILES	ER stress death
O=C(Nc1cccc([N+](=O)[O-])c1)C1C(c2ccccc2)C1(Cl)Cl (stereo not drawn)	-4.8
CCOC(=O)c1c(NC=O)sc2c1CCC2	2.2
C/C(=N\NC(=O)COc1ccc(Cl)cc1Cl)c1cccnc1	8.4
Cc1ccc2nc(NNC(=O)CCC(=O)O)nc(-c3ccccc3)c2c1	-0.7
CCOCCOC(=O)c1ccc(NC(=O)c2cccc(Br)c2)cc1	11.8
Cc1ccc(N(CC(=O)O)S(C)(=O)=O)cc1	8.1
CCc1nnc(NC(=O)C(CC)Oc2ccccc2)s1 (stereo not drawn)	15.5
O=C(CN1CCCC1)NCC1COc2ccccc2O1 (stereo not drawn)	5.0
O=C1c2cccc3cccc(c23)C(=O)N1CCc1nc2sc3c(c2c(=O)[nH]1)CCCC3	11.3
O=C(CSc1ccccn1)N/N=C\c1c[nH]c2ccccc12	2.0
CC(=O)c1ccc(NC(=O)COc2ccc([N+](=O)[O-])cc2)cc1	6.4
COc1ccc(CC(=O)NNC(=O)c2ccc(Cl)cc2)cc1OC	10.9
O=C(c1ccco1)N1CCN(Cc2cccc(F)c2)CC1	-2.8
O=C(c1ccccc1)c1cc(Cl)ccc1N=Cc1ccc(Br)s1	1.0
CCc1cc2c(N3CCCCC3)ncnc2s1	-0.7
COc1ccccc1/C=C1\C(=O)NC(=S)N(c2ccc(Br)cc2C)C1=O	-1.2
C=CCOC(=O)C1=C(C)NC(C)=C(C(=O)OCC=C)C1c1ccccc1F	0.5
COc1ccc(/C(C)=N/NC(=O)CCc2c(C)n[nH]c2C)cc1OC	7.5
O=C1c2ccc(Oc3ccc([N+](=O)[O-])cc3)cc2C(=O)N1CCCO	1.9
Clc1cccc(OCCCCN2CCOCC2)c1Cl	-7.4
Cc1ccccc1N1C(=O)c2ccc(C(=O)O)cc2C1=O	1.9
CC(=O)N(Cc1ccncc1)c1cccc2ccccc12	7.0
CCCOc1ccc(/C=C2N=C(/C=C/c3ccccc3)OC/2=O)cc1OC	3.7
C/C(=C\C(=O)c1ccccc1)Nc1ccccc1O	-6.1
O=C(O)c1ccc(N2C(=O)C3C4c5ccccc5C(c5ccccc54)C3C2=O)cc1Cl (stereo not drawn)	8.3
CN(C)/C=C1\N=C(c2ccc(C(C)(C)C)cc2)OC1=O	-3.6
CC(C)(C)c1ccc(-c2nc(-c3ccc(F)cc3)no2)cc1	1.0
O=C1CC(c2ccc(Cl)cc2)CC2=C1C(c1ccccc1F)Nc1ccccc1N2 (stereo not drawn)	5.6
COc1ccc(C2(CNC(=O)CC(c3ccccc3)c3ccccc3O)CCOCC2)cc1OC (stereo not drawn)	-1.9
N/C(Cc1ccc([N+](=O)[O-])cc1)=N\OC(=O)c1ccc([N+](=O)[O-])cc1	6.6

The final 2 entries of the part above lead into the next:
SMILES	ER stress death
COc1ccc(C2(CNC(=O)CC(c3ccccc3)c3ccccc3O)CCOCC2)cc1OC (stereo not drawn)	-1.9
N/C(Cc1ccc([N+](=O)[O-])cc1)=N\OC(=O)c1ccc([N+](=O)[O-])cc1	6.6
O=C(NCc1ccncc1)c1ccc([N+](=O)[O-])cc1	4.4
COc1cc(C2C(C#N)=C(N)SC(N)=C2C#N)ccc1O	13.5
COC(=O)c1c(NC(=O)Cc2ccccc2)sc2c1C(C(=O)OC)CC2 (stereo not drawn)	7.5
COc1ccc(OC)c(NC(=S)NC(NC(=O)c2ccco2)C(Cl)(Cl)Cl)c1 (stereo not drawn)	-2.2
Cc1sc2nc(SC3C=CCCC3)[nH]c(=O)c2c1C (stereo not drawn)	-1.2
COC(=O)c1ccc(NC(=O)COc2ccc(C)cc2Br)cc1	6.2
CCSCCOC(=O)C1=C(C)N(C)C(=O)NC1c1ccccc1[N+](=O)[O-] (stereo not drawn)	10.1
COc1cc(OC)c(OC)cc1CN1CCN(Cc2cc(Br)ccc2O)CC1	-5.4
COc1ccc(N2C(=O)NC(=O)/C(=C/c3cc(Cl)c(O)c(OC)c3)C2=O)cc1	-1.2
COc1ccc2nc(SCC(=O)Nc3cccc(C(F)(F)F)c3)[nH]c2c1	0.2
Fc1ccc(NC(=S)NCCN2CCOCC2)cc1	-5.7
Cc1cccc(OCc2n[nH]c(=S)n2-c2ccccc2)c1	0.3
O=C1NC(=O)C(=Cc2ccc(OCc3ccccc3F)cc2)C(=O)N1	0.3
O=C(O)CCCCCN1C(=O)C(=O)/C(=C(/O)c2ccc(F)cc2)C1c1ccc([N+](=O)[O-])cc1 (stereo not drawn)	-3.7
CCOC(=O)C1=C(C)NC(=O)NC1c1cc([N+](=O)[O-])ccc1OC (stereo not drawn)	4.3
CCN(CC)CCN1C(=O)C(O)=C(C(=O)/C=C/c2ccccc2)C1c1ccccc1F (stereo not drawn)	-0.4
Nc1c(C(=O)c2ccccc2)c(-c2ccccc2)nc2nonc12	-8.5
Cc1c(Cl)cccc1NC(=O)C(=O)NCCCN1CCOCC1	10.7
Cc1ccc(-c2ccc(C=C3C(=O)NC(=O)NC3=O)o2)c([N+](=O)[O-])c1	-5.7
COc1ccc(/C(N)=N/OC(=O)COc2ccccc2)cc1	0.8
CCOC(=O)C1=C(C)NC(=S)NC1c1ccc(OC(=O)c2ccco2)c(OC)c1 (stereo not drawn)	-0.9
CCc1ccc(S(=O)(=O)Nc2c(C)cc(C)cc2C)cc1	0.1
Cc1ccc(S(=O)(=O)NC(Cc2ccccc2)C(=O)Nc2nccs2)cc1 (stereo not drawn)	-5.8
O=C(CSc1nc2sc3c(c2c(=O)[nH]1)CCCC3)NCCCO	9.5
CC1CCCN(Cc2c(O)[nH]c(=S)[nH]c2=O)C1 (stereo not drawn)	10.7
Cc1nonc1OCCn1nnnc1-c1ccccc1	2.3
COc1ccc(C2=C(Nc3cccc([N+](=O)[O-])c3)c3ccccc3C2=O)cc1	23.9
Cc1cc2nc(-c3cccc(NC(=O)c4ccccc4F)c3)oc2cc1C	16.8
C=C(C)CN1C(=O)c2ccccc2C1=O	5.0
CCN1C(=O)c2cccc3c(NC(=O)c4ccc(Cl)s4)ccc1c23	31.0
COC(=O)c1ccc(C(=O)OC)c(NC(=O)Cc2ccc(Cl)cc2)c1	10.7
CCOC(=O)c1sc(NC(=O)c2c(-c3ccccc3Cl)noc2C)c(C(=O)OCC)c1C	9.1
Cc1ccc(/C=N/NC(=O)CN(c2cccc(C(F)(F)F)c2)S(=O)(=O)c2ccccc2)c(C)c1C	7.1
CCOc1ccc2sc(C=NC(C)C)c(O)c2c1	-4.6
Cc1onc(-c2ccccc2Cl)c1C(=O)N1CCN(c2ccccc2F)CC1	-4.3
COc1ccc(N2C(=O)/C(=C\c3ccc(-c4cccc(C(F)(F)F)c4)o3)SC2=S)cc1	10.8
Cc1cc(C)c2oc(-c3ccc(C)c(NC(=O)c4cccc([N+](=O)[O-])c4C)c3)nc2c1	0.8
CCOc1ccccc1NC(=O)C(=O)NCC(C)C	2.3
N#CC1=C(Nc2ccc(Cl)cc2)CCC1	-8.0
COC(=O)c1ccccc1NC(=O)COc1cccc(C)c1C	-1.7
CCC(=O)c1ccc(N2CCN(C(=O)CC)CC2)c(F)c1	1.6
CC(=O)Nc1ccc(S(=O)(=O)Nc2ccc(Cl)c(Cl)c2)cc1	-8.3
CCN(CC)C(=O)CSc1nc(O)c(Cc2ccc(OC)cc2)c(=O)[nH]1	8.1
CCOC(=O)COc1ccccc1/C=C1\C(=O)NC(=O)N(c2ccc(Br)c(C)c2)C1=O	-0.9
COc1ccc(S(=O)(=O)N(CC(=O)NCc2ccco2)c2cc(C)cc(C)c2)cc1OC	-1.7

A second format for 2 compounds above:
> Cc1onc(-c2ccccc2Cl)c1C(=O)N1CCN(c2ccccc2F)CC1
  ER stress death = -4.3
> COc1ccc(N2C(=O)/C(=C\c3ccc(-c4cccc(C(F)(F)F)c4)o3)SC2=S)cc1
  ER stress death = 10.8

Further records follow:
SMILES	ER stress death
O=C(Nc1ccc(NC(=O)c2ccc(-c3ccc([N+](=O)[O-])cc3)o2)cc1)c1ccco1	-1.6
COC(=O)C1=C(C)NC(=O)NC1c1cccc(I)c1 (stereo not drawn)	0.0
CCOc1ccc(S(=O)(=O)N(CC(=O)Nc2cc(C)cc(C)c2)c2ccc(C)cc2)cc1	3.0
C=CCN1C(=O)NC(=O)/C(=C/c2ccc(OCc3ccccc3[N+](=O)[O-])c(OC)c2)C1=O	2.8
Cc1cc(C)n(C(=O)COc2ccc(Oc3ccccc3)cc2)n1	7.2
CCOc1ccc(S(=O)(=O)NCc2ccccc2Cl)c2ccccc12	7.1
COc1ccccc1N1CCN(C(=O)COc2ccc(Cl)cc2C)CC1	6.6
CC1=CC(C)C2COC(c3ccccc3O)C1C2C (stereo not drawn)	3.1
CCOc1ccc(-n2nc3ccc(NC(=O)c4ccc([N+](=O)[O-])cc4Cl)cc3n2)cc1	3.5
CCOC(=O)c1c(NC(=O)COc2cc(Cl)ccc2Cl)sc(C(C)=O)c1C	14.2
O=[N+]([O-])c1ccc(Cl)cc1NC(c1ccccc1)c1ccccc1	-4.2
CC(C)=CC(=O)CC(O)(c1ccccc1)C(F)(F)F (stereo not drawn)	1.2
CC(=O)OC(OC(C)=O)c1ccc([N+](=O)[O-])s1	5.5
Cc1cc(C(=O)Nc2ccc(O)c(C(=O)O)c2)oc1C	-0.9
O=C(O)c1cc2c(ccc3cc(Br)ccc32)oc1=O	-0.9

Brought forward from above: two entries; new compounds follow.
SMILES	ER stress death
Cc1cc(C(=O)Nc2ccc(O)c(C(=O)O)c2)oc1C	-0.9
O=C(O)c1cc2c(ccc3cc(Br)ccc32)oc1=O	-0.9
C/C(=N\NS(=O)(=O)c1ccccc1)c1cccc(I)c1	-4.9
COc1ccc(/C=C2\SC(=S)N(C(C(=O)O)C(C)C)C2=O)c(OC)c1 (stereo not drawn)	6.2
Cc1[nH]n(-c2ccc([N+](=O)[O-])cc2)c(=O)c1C=NCCN1CCN(C(=O)c2cccc(F)c2)CC1	2.9
Ic1ccc(OCCCCN2CCOCC2)cc1	-0.7
O=C(O)c1ccccc1/C=C1\SC(=S)N(Cc2ccccc2)C1=O	8.5
COc1cc(OC)c(C=C2C(=O)N(C)C(=O)N(C)C2=O)cc1Br	3.5
CCOC(=O)COc1nc2ccc(Cl)cc2c(-c2ccccc2)c1C(C)=O	-3.1
CC1=NN(c2ccc(S(N)(=O)=O)cc2)C(=O)/C1=C\c1ccccc1OCc1ccccc1	18.7
COc1ccc(OC)c2c(C)cc(C)nc12	-4.3
NC(=O)c1nn2c(c1Cl)NC(c1cccs1)CC2C(F)(F)F (stereo not drawn)	-12.4
O=C(Nc1ccc(Cc2ccncc2)cc1)c1ccc(Br)o1	5.3
Cc1ccc(NC(=O)CCC(=O)NCc2ccccc2)cc1C	-1.5
O=C(N/N=C/c1ccc(O)c(O)c1O)c1ccc(Cl)cc1Cl	13.7
Cn1c(=O)c(C(=O)NC2CCCCC2)c(O)c2ccccc21	-5.0
O=C(c1ccc(Cl)cc1)N1CCN(c2ccccn2)CC1	8.4
CCN(CC)c1ccc(/C=C2\C(=O)NC(=O)N(C)C2=O)cc1	0.3
CCOC(=O)c1c(NC(=O)c2ccccc2)sc2c1CCN(Cc1ccccc1)C2	-6.1
CCNc1nc(NS(=O)(=O)c2ccc(C)cc2)nc(SC)n1	5.8
C=CCc1ccccc1OCCn1cc(/C=C2/SC(=S)N(CC)C2=O)c2ccccc21	1.5
CCOC(=O)CP(=O)(c1ccc(Cl)cc1)c1ccc(Cl)cc1	-3.3
Brc1ccc(/C=N/Nc2cc(N3CCOCC3)nc(N3CCOCC3)n2)cc1	8.2
Cc1cccc(N2C(=O)NC(=O)/C(=C/c3ccccc3C)C2=O)c1	10.0
CCN(CC)CCN1C(=O)C2C3c4ccccc4C(c4ccccc43)C2C1=O (stereo not drawn)	-1.6
CCOc1ccc(-c2nnc(-c3ccco3)o2)cc1	-11.3
O=C(N/N=C/c1ccc(Br)cc1)c1cc(=O)[nH]c2ccccc12	-4.3
CCOc1ccc2nc(SC3CC(=O)N(c4cccc(OC)c4)C3=O)sc2c1 (stereo not drawn)	8.7
CC(=O)Nc1ccc(S(=O)(=O)Nc2ccc(C(=O)Nc3nccs3)cc2)cc1	1.1
O=C(Cc1cccc2ccccc12)N/N=C/c1cc(I)cc(I)c1O	3.5
COc1ccc(C(NC(=O)Cc2ccccc2)NC(=O)Cc2ccccc2)cc1	-1.6
COC(=O)c1c(-c2cc(C)ccc2C)csc1N	4.0

Entries from the list above with a tert-butyl group:
SMILES	ER stress death
CN(C)/C=C1\N=C(c2ccc(C(C)(C)C)cc2)OC1=O	-3.6
CC(C)(C)c1ccc(-c2nc(-c3ccc(F)cc3)no2)cc1	1.0

(continued)
SMILES	ER stress death
O=C(c1ccccc1F)N1CCN(c2ccc([N+](=O)[O-])c3ncccc23)CC1	12.0
COc1cc(CNc2cccc(C)c2)cc(OC)c1OC	11.5
N#Cc1sc2nc(C3CC3)cc(-c3ccc(F)cc3)c2c1N	-0.2
COc1cc(OC)cc(C(=O)N2CCN(Cc3ccc([N+](=O)[O-])cc3)CC2)c1	-1.4
COc1ccc(/C=C/C(=O)c2cccc(Br)c2)cc1OC	0.8
O=C(O)c1cc2nc(-c3ccccc3)cc(-c3ccccc3)n2n1	14.1
O=C(Oc1ccc([N+](=O)[O-])cc1)c1ccc(-c2ccccc2)cc1	9.2
C=CCN1C(=O)/C(=C\c2cc(Br)ccc2OCCOc2cccc(OC)c2)SC1=S	15.8
Cc1ccc2occ(C(=O)c3ccccc3C)c(=O)c2c1	8.0
CCOC(=O)c1c(NC(=S)NC(=O)c2ccc([N+](=O)[O-])cc2)sc(C)c1C	9.7
O=[N+]([O-])c1ccc(OC/C=C2\Oc3c(Cl)cc(Cl)cc3C2N2CCOCC2)cc1 (stereo not drawn)	6.3
Cc1ccc(C(=O)c2ccc(Br)c([N+](=O)[O-])c2)cc1	13.9
COc1ccc(C2/C(=C(\O)c3ccccc3)C(=O)C(=O)N2Cc2cccnc2)cc1 (stereo not drawn)	10.8
O=C1CN2C(=Nc3ccc(Br)cc3C2c2ccccc2)CCN1 (stereo not drawn)	-1.5
Cc1ccc2nc(NC(=O)C3CCCO3)sc2c1 (stereo not drawn)	-4.3
O=C(Nc1ccc([N+](=O)[O-])cn1)c1cc(Cl)ccc1Cl	2.5
